Bioassay records as filed in PubChem BioAssay.
MKP-3 inhibition – inhibition of rat DUSP6 enzyme activity – biochemical, in vitro, primary screen (AID 425) | recombinant MKP-3 phosphatase activity, fluorescence; higher % means a stronger effect | one-dose inhibition, % at 20 µM; IC50 in µM for titrated hits | 0.17% of 110,000 active; in the data active = inhibition above about 50%;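 also: plate controls were vehicle for no effect and reference inhibitor for full effect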
Hsp70 inhibitors – small molecules displacing fluorescent ligand from Hsp70 – biochemical, fluorescence polarization, primary screen (AID 583); Hsp70 fluorescence polarization probe displacement, mP; higher % means a stronger effect; displacement, % at 20 µM; hits with a dose series show IC50 in µM; 0.06% of 140,000 active; in the data active = displacement above about 50%;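 also: plate controls were vehicle for no effect and reference ligand for full effect; a part of the inactive calls stands beside numbers as strong as those of hits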
An asterisk follows results filed as active; · = no result given; & = joins results of further samples.

item	MKP-3 inhibition	Hsp70 inhibitors	SMILES
1	4%	-1.6%	O=C(NC1=Nc2cccc3cccc1c23)c1cccc(C(F)(F)F)c1
2	2%	-2.0%	O=S(=O)(c1ccc(Cl)cc1)N1CCN(Cc2ccccn2)CC1
3	8%	-2.3%	O=C(Nc1ccc(Cl)c(Cl)c1)Nc1nnc(-c2ccccc2Br)s1
4	-1%	-0.1%	N=c1c2c(-c3ccccc3)c(-c3ccccc3)oc2ncn1CCN1CCOCC1
5	-1%	-3.0%	CCCC1CC(C(=O)NC(C(C)O)C2OC(SC)C(O)C(O)C2O)N(C)C1 (stereo not drawn)
6	·	0.4%	CC(C)(C)NC(=O)COc1ccc(CNc2ccc3[nH]c(=O)[nH]c3c2)cc1
7	-9%	-8.0%	CCOC(=O)c1sc(NC(=O)CN2CCCC2)c(C(=O)OCC)c1C
8	3%	22%	CC1C=CC(C)C(C(=O)O)C1C(=O)O (stereo not drawn)
9	-9%	-3.1%	COc1cc(C(=O)CSc2nnc(-c3ccc(O)cc3)n2CC2CCCO2)ccc1NC(C)=O (stereo not drawn)
10	·	-2.0%	Cc1nnc(C)n1/N=C/c1ccc(C(=O)O)cc1
11	·	1.1%	Fc1ccc(-c2csc3[n+]2CCS3)cc1
12	0%	-3.1%	Cc1ccc(OCc2nnc(NC(=O)c3ccccc3)s2)cc1C
13	·	3.0%	CCCC/C(O)=N\S(=O)(=O)c1ccc(N=NN(C)C)cc1
14	-8%	2.1%	CNC(=O)CN(c1cc(C)ccc1OC)S(=O)(=O)c1ccc(C)cc1
15	1%	-3.4%	CC1=C(C(=O)Nc2cc(Cl)ccc2C)C(c2cccc(Br)c2)NC(=S)N1 (stereo not drawn)
16	3%	2.7%	CC(C)Sc1nc2ccc(N3C(=O)C4CCCCC4C3=O)cc2s1 (stereo not drawn)
17	3%	2.0%	O=C(O)CCN1C(=O)/C(=C/c2cn(-c3ccccc3)nc2-c2cccc([N+](=O)[O-])c2)SC1=S
18	-1%	-0.7%	Cc1ccc2[nH]c3c(c2c1)CCc1cn[nH]c1-3
19	6%	-0.8%	CCOc1ccccc1NC(=O)c1c(NC(=S)Nc2ccccc2)sc2c1CCCCC2
20	5%	-2.2%	COc1ccc(OC)c(/C=N/Nc2nc(C)c(C)s2)c1
21	-9%	-0.3%	CC1CCN(C(=O)CSc2nc(N)cc(N)n2)CC1
22	-2%	-3.1%	CCC1CCCCN1CCCNC(=O)Cn1nc(-c2ccccc2)ccc1=O (stereo not drawn)
23	7%	7.3%	CCCn1nnc(NC(=O)c2ccc(-c3ccccc3)cc2)n1
24	-1%	3.9%	CCNc1nc(-c2ccc(Cl)cc2)cs1
25	-2%	-1.4%	O=C1CC(c2ccco2)Sc2nc3ccccc3n21 (stereo not drawn)
26	4%	1.1%	O=C(CSc1nnc(COc2ccc(Cl)cc2)o1)OC1CCCCC1
27	-1%	1.5%	CCOC(=O)N1CCC(NC(=O)C(Cc2ccccc2)NC(=O)C2CCCCC2)CC1 (stereo not drawn)
28	0%	2.9%	CCc1cccc(C)c1NC(=O)c1cccc(N(C)C)c1
29	·	6.8%	CCN(CC)c1ccc(C2NCC(c3ccc([N+](=O)[O-])cc3)O2)cc1 (stereo not drawn)
30	6%	·	CCCCn1cnc2c(cnn2-c2ccc(F)cc2)c1=O
31	·	-1.0%	Cc1nnc(SCC(=O)Nc2ncc(Cl)cc2Cl)n1Cc1ccccc1
32	1%	-3.1%	Cc1ccc(CNC(=O)C(=O)Nc2ccc(F)cc2)cc1
33	-1%	-2.7%	CCOc1ccc(-n2c(SCc3ccc(C#N)cc3)nnc2-c2cccnc2)cc1
34	5%	1.5%	CCc1n[nH]c2c1/C(=N/O)CCC2
35	-9%	-3.5%	CCC(C)COC(=O)C(C#N)c1nc2ccccc2nc1N1CCCCC1 (stereo not drawn)
36	-11%	-0.2%	CC(C)(C)NC(=O)CN(C(=O)CS(=O)CC(=O)Nc1ccc(F)cc1)c1ccccc1 (stereo not drawn)
37	-1%	1.3%	C=CCc1c(C)c(C#N)c2nc3ccccc3n2c1N1CCN(C)CC1
38	0%	-0.1%	O=c1[nH]c(=O)n(Cc2ccccc2)cc1I
39	-14%	8.0%	COc1ccc2nc(NC(=O)c3ccc4ncsc4c3)sc2c1
40	·	-4.2%	CC(C)(C)C(=O)N1CCCC1C(=O)O (stereo not drawn)
41	-1%	0.6%	OC(CNCCc1ccccc1)c1ccccc1 (stereo not drawn)
42	·	-0.3%	CCCCOC1(c2ccccc2)NC(=S)NN=C1c1ccccc1 (stereo not drawn)
43	·	-3.1%	CC(Sc1nnc2ccccn12)C(=O)N1CCc2ccccc2C1 (stereo not drawn)
44	-3%	6.1%	CC(C)(C)c1ccc(OCC(=O)Nc2cccc(C(=O)Nc3nccs3)c2)cc1
45	-3%	-4.2%	CCOC(=O)c1sc(NCCNc2nc(C)c(C(=O)OCC)s2)nc1C
46	·	-0.6%	CC(C)[C@H](N)c1nnc(SC/C=C/c2ccccc2)o1
47	8%	-3.3%	CCOc1ccccc1C(=O)n1nc2nc(C)cc(C)c2c1N
48	-12%	0.5%	COc1ccc(N2CC(C(=O)NCc3cccnc3)CC2=O)cc1 (stereo not drawn)
49	-10%	-3.0%	O=C(NC1CCCCCCC1)c1ccc2c(c1)N(Cc1ccc(F)cc1)C(=O)CS2=O (stereo not drawn)
50	-18%	3.4%	COc1ccc(CCNC(=O)CCCn2c(=O)[nH]c3cc(OC)c(OC)cc3c2=O)cc1OC
51	·	3.3%	Cc1ccc(CNC(=O)CS(=O)CC(=O)O)cc1 (stereo not drawn)
52	-2%	0.1%	COc1cccc(C(O)c2cnc(C(C)C)n2C)c1OC (stereo not drawn)
53	3%	-1.8%	CCOC(=O)c1ccccc1NC(=O)c1cccc([N+](=O)[O-])c1
54	·	-0.6%	CN(c1ccc(C(=O)Nc2ccccc2C(=O)N2CCOCC2)cc1)S(C)(=O)=O
55	-8%	3.7%	CC(=O)c1n[nH]nc1NC(=O)c1ccccc1
56	·	2.6%	COc1ccc(C2C(C#N)=C(N)Oc3c2c(C)nn3-c2ccccc2)cc1Cn1nc(C)c([N+](=O)[O-])c1C (stereo not drawn)
57	6%	-6.4%	COc1ccc(-n2c(N3CCN(C)CC3)nc3sc4c(c3c2=O)CCCCC4)cc1
58	-18%	2.4%	O=C(COc1ccccc1)Nc1ccccc1C(=O)NCc1ccco1
59	2%	2.8%	C=CCNC(=O)/C=C/c1ccc(OCC)c(OC)c1
60	·	-0.6%	COc1ccc(-n2c(N)c(C(=O)NCc3cccnc3)sc2=S)cc1

Continuation:
item	MKP-3 inhibition	Hsp70 inhibitors	SMILES
61	-4%	2.2%	COCCOC(=O)c1ccc(NC(=O)c2ccc(C(C)(C)C)cc2)cc1
62	·	8.0%	Cc1ccccc1NC(=O)CSc1nnc(-c2ccco2)c(-c2ccco2)n1
63	6%	0.3%	COc1cccc(CNc2ccc(F)c(Cl)c2)c1O
64	-8%	-0.7%	CC(=O)c1cc2c(cc1NC(=O)CN1CCN(C(=O)c3ccco3)CC1)OCO2
65	-1%	2.0%	O=C(NC(C(=O)O)C12CC3CC(CC(C3)C1)C2)c1ccc([N+](=O)[O-])cc1 (stereo not drawn)
66	-5%	-4.2%	Cc1c(Cl)cccc1NC(=O)C(=O)NCc1ccc(F)cc1
67	3%	-3.4%	Cc1ccc(C)c(COc2ccc3c4c(c(=O)oc3c2)CCC4)c1
68	-7%	-4.4%	CC(C)Cn1c2c(c(O)c(C(=O)Nc3nccs3)c1=O)CCCC2
69	7%	1.6%	CCOC(=O)N1CCC(NC(=O)Cn2cccc2C(=O)c2ccccc2)CC1
70	6%	1.0%	O=C(Nc1ccc(F)c([N+](=O)[O-])c1)c1ccc2ccccc2c1
71	2%	-4.0%	O=C(O)CC(C(=O)NC1CCCCC1)C1CCCO1 (stereo not drawn)
72	-3%	-2.6%	CCCc1cc(=O)n2[nH]c(-c3cc(OC)c(OC)c(OC)c3)nc2n1
73	·	-1.0%	CCOC(=O)c1c(C)n(C)c2cc(Br)c(C)cc12
74	7%	-9.5%	COc1ccc(C(=O)Nc2ccccc2)cc1NC(=O)C(c1ccccc1)c1ccccc1
75	3%	0.2%	Cc1cc(C(=O)N/N=C/c2cc(Br)ccc2O)n[nH]1
76	-2%	1.1%	COC(=O)c1c(NC(=O)COC(=O)Cn2cnc3ccccc32)sc(C)c1C
77	-5%	2.1%	CN1C(=O)C(O)(CC(=O)c2cccnc2)c2ccccc21 (stereo not drawn)
78	1%	-3.2%	COc1cc2[nH]c(=O)n(CCCC(=O)NCCc3ccccc3)c(=O)c2cc1OC
79	2%	-0.4%	CCCCn1c(C(C)NC(=O)COC)nc2ccccc21 (stereo not drawn)
80	2%	-5.4%	COc1ccc2nc3c(cc2c1)c(NC(=O)C1CCCO1)nn3CC(C)C (stereo not drawn)
81	0%	1.8%	Cc1occc1C(=O)Nc1ccc(F)cc1F
82	-15%	2.6%	Cc1ccc(C(=O)Cn2nnc(-c3ccccc3-n3cnnn3)n2)cc1
83	-10%	-0.4%	COc1cc2c(cc1OC)CN(Cc1ccc(OC)c(C)c1OC)CC2
84	2%	1.5%	CCN(CC)c1ccc(N2C(=O)/C(=C/c3ccc(C(=O)OC)cc3)SC2=S)cc1
85	-13%	3.5%	Cc1cc2oc3c(c(=O)c2cc1C)C(c1cccc(Br)c1)N(Cc1ccco1)C3=O (stereo not drawn)
86	-3%	-0.8%	C=CCn1c(COc2ccccc2C)nnc1SCC(=O)O
87	-11%	-3.3%	Cc1cc(N2CCCC2)n2nc(C)c(-c3ccccc3)c2n1
88	·	2.7%	COCCCNC(=O)Cn1nc(-c2ccccc2OC)ccc1=O
89	2%	-1.3%	Cc1ccc(NN2C(=O)c3cccc4cccc(c34)C2=O)cc1
90	-10%	3.4%	COc1ccc(C(c2nnnn2CCc2ccccc2)N2CCN(C)CC2)cc1OC (stereo not drawn)
91	-2%	-2.4%	O=[N+]([O-])c1ccc2c(c1)C1C=CCC1C(c1cccc(Cl)c1Cl)N2 (stereo not drawn)
92	1%	-7.1%	COC(C(=O)N/N=C/c1cc([N+](=O)[O-])ccc1Cl)c1ccccc1 (stereo not drawn)
93	-6%	-4.1%	O=c1c(=O)n(O)c2ccccc2n1O
94	2%	1.2%	Cc1ccc(CSC2=Nc3ccccc3C3=NC(CCC(=O)NCc4ccco4)C(=O)N23)cc1 (stereo not drawn)
95	·	-4.5%	COc1ccccc1-n1cnnc1SCc1csc(-c2ccccc2)n1
96	-4%	-8.2%	CCCCCCC(=O)N(O)C1CC(=O)N(Cc2ccccc2)C1=O (stereo not drawn)
97	1%	0.1%	COC(=O)c1ccc(/C=N/Nc2nc(C)c(C)s2)cc1
98	5%	4.8%	O=C1C=CC(=O)N1c1ccc([N+](=O)[O-])cc1Br
99	6%	2.6%	COc1ccc(C(=O)Nc2cccc(-c3nc4ccc(C)cc4o3)c2)cc1Br
100	2%&0%	3.0%&-5.0%	CCOC(=O)CSc1nc(N)nc(C)c1Br
101	-4%	1.7%	COc1ccc2c(c1)[nH]c1c(N3CCN(Cc4ccc5c(c4)OCO5)CC3)ncnc12
102	2%	2.9%	O=C(O)C1C2C=CC(C2)C1C(=O)N1CCN(C/C=C/c2ccccc2)CC1 (stereo not drawn)
103	2%	-1.5%	C/C(=N\NC(=O)c1cc(C)[nH]n1)c1ccc(C)cc1
104	-2%	-2.7%	O=C(NCc1ccco1)c1nnc(Cc2ccc(F)cc2)o1
105	-6%	3.1%	c1ccc(C(c2ccccc2)N2CCN(Cc3nnnn3C3CCCC3)CC2)cc1

2 records picked at random from the list so far:
item	MKP-3 inhibition	Hsp70 inhibitors	SMILES
97	1%	0.1%	COC(=O)c1ccc(/C=N/Nc2nc(C)c(C)s2)cc1
100	2%&0%	3.0%&-5.0%	CCOC(=O)CSc1nc(N)nc(C)c1Br

(listing goes on)
item	MKP-3 inhibition	Hsp70 inhibitors	SMILES
106	-7%	-2.1%	COC(=O)c1nnn(-c2nonc2N)c1CSc1ccc(Cl)cc1
107	3%	-3.5%	CCCNC(=O)OCC12CC3CC(CC(C3)C1)C2
108	-9%	-4.4%	c1csc(-c2nn[nH]n2)c1
109	0%	-3.9%	O=C(O)C1C2C=CC(C2)C1C(=O)N1CCOCC1 (stereo not drawn)
110	6%	2.2%	CCC1CCCCN1Cc1nc2c(c(=O)n(C)c(=O)n2C)n1CCCc1ccccc1 (stereo not drawn)
111	-4%	-1.8%	COCCN1Cc2cccc(C(=O)Nc3ccccc3OC)c2C1=O
112	6%	5.3%	Cc1ccc(C(C)C)c(OCc2nnc(NC(=O)Nc3ccccc3)s2)c1
113	0%	2.8%	CC(=O)c1ccc2c(c1)c1cc(C(C)=O)ccc1n2C(C)=O
114	1%	0.6%	CC1(C)Cc2nc(-c3ccccc3)n3cnnc3c2CO1

Molecules listed so far that have an aryl thioether with sulfur outside any ring:
item	MKP-3 inhibition	Hsp70 inhibitors	SMILES
9	-9%	-3.1%	COc1cc(C(=O)CSc2nnc(-c3ccc(O)cc3)n2CC2CCCO2)ccc1NC(C)=O (stereo not drawn)
16	3%	2.7%	CC(C)Sc1nc2ccc(N3C(=O)C4CCCCC4C3=O)cc2s1 (stereo not drawn)
21	-9%	-0.3%	CC1CCN(C(=O)CSc2nc(N)cc(N)n2)CC1
26	4%	1.1%	O=C(CSc1nnc(COc2ccc(Cl)cc2)o1)OC1CCCCC1
31	·	-1.0%	Cc1nnc(SCC(=O)Nc2ncc(Cl)cc2Cl)n1Cc1ccccc1
33	-1%	-2.7%	CCOc1ccc(-n2c(SCc3ccc(C#N)cc3)nnc2-c2cccnc2)cc1
43	·	-3.1%	CC(Sc1nnc2ccccn12)C(=O)N1CCc2ccccc2C1 (stereo not drawn)
46	·	-0.6%	CC(C)[C@H](N)c1nnc(SC/C=C/c2ccccc2)o1
62	·	8.0%	Cc1ccccc1NC(=O)CSc1nnc(-c2ccco2)c(-c2ccco2)n1
86	-3%	-0.8%	C=CCn1c(COc2ccccc2C)nnc1SCC(=O)O
95	·	-4.5%	COc1ccccc1-n1cnnc1SCc1csc(-c2ccccc2)n1
100	2%&0%	3.0%&-5.0%	CCOC(=O)CSc1nc(N)nc(C)c1Br
106	-7%	-2.1%	COC(=O)c1nnn(-c2nonc2N)c1CSc1ccc(Cl)cc1

An excerpt; count on the stated rates, not on these rows.
